MITF primary: blocks human microphthalmia-associated transcription factor | 650,000 compounds, 0.91% hits | inhibition, % at 2.6 µM | AlphaScreen MITF homodimerization, bead proximity signal | O75030; in the data active = inhibition above about 50%;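 also: 0% = vehicle wells with protein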
Target sequence (O75030 whole entry, looked up): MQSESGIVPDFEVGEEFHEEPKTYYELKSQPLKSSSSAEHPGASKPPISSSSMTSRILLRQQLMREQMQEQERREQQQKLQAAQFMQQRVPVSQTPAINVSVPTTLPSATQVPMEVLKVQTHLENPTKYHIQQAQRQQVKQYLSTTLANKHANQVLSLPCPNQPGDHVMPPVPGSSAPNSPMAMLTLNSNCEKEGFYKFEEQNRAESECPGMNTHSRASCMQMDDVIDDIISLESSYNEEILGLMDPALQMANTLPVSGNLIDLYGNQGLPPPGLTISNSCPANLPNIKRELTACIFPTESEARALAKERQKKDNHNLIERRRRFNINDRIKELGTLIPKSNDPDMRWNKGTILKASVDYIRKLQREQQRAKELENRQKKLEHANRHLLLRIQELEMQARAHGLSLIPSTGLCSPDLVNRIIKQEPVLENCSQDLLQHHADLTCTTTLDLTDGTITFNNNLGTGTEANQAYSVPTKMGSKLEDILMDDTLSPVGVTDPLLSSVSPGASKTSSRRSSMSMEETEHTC
GPR151 ag: activates the human receptor GPR151. Q8TDV0. PathHunter beta-arrestin GPR151 cells, luminescence. activation, % at 11.2 µM. 650,000 compounds, 1% hits; in the data active = activation above about 4.9%;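 also: 0% = median of compound wells and 100% = cells with positive control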
Target sequence (Q8TDV0 whole entry, looked up): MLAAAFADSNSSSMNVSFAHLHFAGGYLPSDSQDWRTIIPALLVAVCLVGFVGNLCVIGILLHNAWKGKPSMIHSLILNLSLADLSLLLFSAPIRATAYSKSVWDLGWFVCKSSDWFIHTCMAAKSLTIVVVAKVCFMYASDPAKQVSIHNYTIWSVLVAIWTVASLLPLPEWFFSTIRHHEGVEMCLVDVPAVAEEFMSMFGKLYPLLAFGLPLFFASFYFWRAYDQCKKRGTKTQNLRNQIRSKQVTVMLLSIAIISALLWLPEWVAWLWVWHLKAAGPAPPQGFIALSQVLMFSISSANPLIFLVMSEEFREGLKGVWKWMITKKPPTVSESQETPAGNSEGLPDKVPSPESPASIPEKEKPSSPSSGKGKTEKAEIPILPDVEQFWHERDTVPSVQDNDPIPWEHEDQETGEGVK
TEAD-YAP inh: TEAD-YAP interaction inhibition; HEK-TIYL cells, TEAD-Gal4/YAP UAS-luciferase luminescence; inhibition, % at 9.12 µM; 640,000 compounds, 1.4% hits; in the data active = inhibition above about 32%;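 also: 0% = median of test compound wells and 100% = reference inhibitor wells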
FBW7 act: human FBW7 E3 ligase activation, primary screen; Q969H0; AlphaScreen FBW7–phospho-cyclin E peptide binding, activator screen; normalized activity (activation), % at 26.1 µM; 650,000 compounds, 0.13% hits; AID 1259310; in the data active = normalized activity above about 1.9%;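 also: purified mutant Fbw7 with reduced substrate affinity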
* marks the source's active call; other numbers are inactive results; nt = no result given; & = joins results of further samples.

molecule,MITF primary,GPR151 ag,TEAD-YAP inh,FBW7 act
CCN1C(=O)c2cccc3c(NC(=O)c4ccccc4Cl)ccc1c23,-3,0.6,-4,-0.1
CC/C(C)=N/N=c1\sc2ccccc2n1C,-3,1.1,-12,0.1
CCCCOc1ccc(C(=O)N/C(=C\c2ccc(OC)cc2)C(=O)NCCc2c(C)[nH]c3ccccc23)cc1,-3,-0.4,13,0.0
CN(C)c1ccc(NC(=O)CC2NCCNC2=O)cc1 (configuration not stated),7,5.0*,-5,-0.3
CC(C)N(CCNc1ncnc2nc(-c3csc4ccccc34)[nH]c12)C(C)C,-4,2.3,5,-0.2
CCCn1nccc1NC(=O)CN1N=C(C(C)(C)C)Cn2c(cc3ccccc32)C1=O,6,0.4,-6,0.2
CC(Cl)c1nc2ccccc2c(=O)[nH]1 (configuration not stated),-8,1.2,-9,0.0
Cc1cc(N2C(=O)c3ccc(Oc4ccc(N)cc4)cc3C2=O)no1,2,-0.2,-1,0.2
C[n+]1cc2c3c(ccc2c2ccc4cc5c(cc4c21)OCO5)OCO3,8&0&12&10,0.1&0.6&1.0&-0.1,-32&-27&-44&-43,-0.1&0.0&0.2&0.0
COc1cc(NC(=O)c2nn3c(c2Cl)NC(c2cccs2)CC3C(F)(F)F)cc([N+](=O)[O-])c1 (configuration not stated),74*,0.2,-4,0.0
Cc1cc(Cl)ccc1NCC(=O)N/N=C/c1ccc([N+](=O)[O-])cc1,6,-0.5,-3,0.0
COc1ccc(OC)c(CC(=O)NCc2nc(-c3cccnc3)n[nH]2)c1,13,0.0,-1,0.0
CCCOc1ccc(C(=O)CCNC(Cc2c[nH]c3ccccc23)C(=O)O)cc1 (configuration not stated),13,-0.1,7,0.2
C/C(N)=C(/C#N)C(=O)COC(=O)C1c2ccccc2Oc2ccccc21,4,-0.3,4,0.3
CC12CCC(C/C1=N/NC(=O)c1ccc(Cl)cc1)C2(C)C (configuration not stated),-5,0.7,8,-0.1
CC1CN(c2ccc([N+](=O)[O-])cc2C(=O)N2CCOCC2)CC(C)N1 (configuration not stated),10,-1.1,8,-0.2
CCOC(=O)CCN(Cc1ccccc1Cl)S(=O)(=O)c1ccc(F)c(C)c1,-4,1.2,1,0.1
CCCn1c(=O)c(C)cn2nc(N)nc12,-8,-0.3,nt,-0.1
Cc1c(Br)cc(C(=O)NC(C)C)c(C)c1C,-4,1.1,-7,0.0
COCCC(=O)NC(C)c1nnc2n1CCN(Cc1ccc(C)cc1C)CC2 (configuration not stated),-5,0.1,9,0.3
Cc1n[nH]c(=O)n1-c1ccc(OC(F)(F)F)cc1,0,0.0,11,0.1
COc1ccccc1/C=N/NC(=O)CSc1ccc(Cl)cc1,-14,0.5,-12,0.0
NC(=O)c1cccc(N=Cc2ccc(OCc3ccccc3)cc2)c1,9,-3.2,-24,0.0
Cc1nn(-c2ccccc2)c(Cl)c1/C=N/NC(=O)Cc1n[nH]c(=O)[nH]c1=O,-1,-1.9,2,0.0
CCOC(=O)c1c(-c2ccccc2)csc1NC(=O)c1ccccc1,20,-0.9,-2,0.2

Some of the entries so far, with values under each structure:
Order of values: MITF primary	GPR151 ag	TEAD-YAP inh	FBW7 act
- CC(C)N(CCNc1ncnc2nc(-c3csc4ccccc34)[nH]c12)C(C)C
    -4	2.3	5	-0.2
- CCCn1nccc1NC(=O)CN1N=C(C(C)(C)C)Cn2c(cc3ccccc32)C1=O
    6	0.4	-6	0.2

Continuation:
molecule,MITF primary,GPR151 ag,TEAD-YAP inh,FBW7 act
CN1CCN(c2ncnc3c2cnn3Cc2ccc(Cl)cc2)CC1,4,1.0,4,0.1
c1cc(-c2nnc3n2CCCCC3)oc1CN1CCCCC1,-9,0.3,-3,-0.1
COC(=O)/C=C1/C(=O)N/C(=N\c2nc(C)cc(C)n2)N1c1ccc(OC)cc1,-4,0.0,-7,0.0
COc1cccc(C(=O)NC(C)c2nnc3n2CCN(Cc2cc(F)cc(F)c2)CC3)c1 (configuration not stated),8,0.6,-1,0.1
Cc1ccc(S(=O)(=O)Nc2ccc3c(c2)N(S(=O)(=O)c2ccccc2)CCC3)c(C)c1,5,0.5,19,-0.1
CN1CCN(NC(=O)Nc2ccc([N+](=O)[O-])cc2)CC1,8,1.1,1,0.1
CCCNc1cc(C)nc(Cl)n1,1,-0.8,13,0.0
Cc1cccc(Oc2nc3ccccn3c(=O)c2/C=C(\C#N)C(=O)N2CCOCC2)c1,2,0.1,28,0.0
Cn1c2c(c(=O)n(C)c1=O)C(c1ccncc1)C1=C(CC(C)(C)CC1=O)N2 (configuration not stated),15,-0.3,0,1.2
CCS(=O)(=O)N1CCN(C(=O)CC(C)C)CC1,3,0.3,-9,0.2
COc1ccccc1NC1=C(Cl)C(=O)OC1OC(=O)c1ccc(C)cc1 (configuration not stated),3,-0.4,-3,0.0
CCOc1ccc(C2C(C(=O)Nc3cccc(C)n3)=C(C)NC3=C2C(=O)CC(C)(C)C3)cc1 (configuration not stated),15,-1.1,3,0.6
COc1ccc(C(=O)OCC(=O)N2C(C)CCCC2C)c(OC)c1OC (configuration not stated),0,2.8,-6,-0.1
CCOc1ccc(-n2c(O)c(C=Nc3cccc(O)c3)c(=O)[nH]c2=O)cc1,5,-0.2,-3,-0.1
O=[N+]([O-])c1ccc(N(CC2CO2)S(=O)(=O)c2ccccc2)cc1 (configuration not stated),13,0.2,2,0.0
CC1CCN(C(=O)c2cccc3c2SCCC3=O)CC1,5,2.7,5,0.0
CC(=O)N(C)c1ccc(NC(=O)c2ccc(C)c(I)c2)cc1,-11,-1.3,-52,0.0
Cc1cc(=O)oc2cc(NC(=O)c3ccccc3Br)ccc12,4,-1.1,-70,0.1
CCOC(=O)C1CCN(c2c(NCCOC)c(=O)c2=O)CC1,2,0.0,-7,0.2
Cc1ccc(OCCOCCN2CCOCC2)c([N+](=O)[O-])c1,30,1.4,5,-0.1
O=C(Cc1cn(-c2ccc(N3CCN(c4ccccn4)CC3)nn2)c2ccccc12)NCCOc1ccccc1,-1,-1.7,-5,0.3
COCCCNCCOCCOc1ccc(C)cc1Br,30,-0.6,-10,0.3
N#Cc1ccc(Cn2nnc(-c3ccccc3Cl)n2)cc1,-17,-1.6,2,0.2
Cc1cc(C)cc(Oc2ccc(NC(=O)CCCC(=O)O)cc2)c1,11,-0.5,2,0.0
COc1ccc(Oc2coc3c(CN4CCC(C)CC4)c(O)ccc3c2=O)cc1 (tested in a mixture with another compound),-10,-0.1,-4,-0.1

Molecules shown so far that contain a CF3 group, in the order listed:
molecule,MITF primary,GPR151 ag,TEAD-YAP inh,FBW7 act
COc1cc(NC(=O)c2nn3c(c2Cl)NC(c2cccs2)CC3C(F)(F)F)cc([N+](=O)[O-])c1 (configuration not stated),74*,0.2,-4,0.0
Cc1n[nH]c(=O)n1-c1ccc(OC(F)(F)F)cc1,0,0.0,11,0.1

More compounds
molecule,MITF primary,GPR151 ag,TEAD-YAP inh,FBW7 act
CC(=O)Nc1ccc(NC(=O)CSc2nnc(-c3ccncc3)n2C)cc1,-7,-0.8,4,0.2
CC(C)c1ccc(C(Nc2ccccn2)c2ccc3cccnc3c2O)cc1 (configuration not stated),18,1.3,63*,-0.2
COc1cccc(NS(=O)(=O)c2cc(C)sc2C)c1,10,-0.8,5,0.2
CCCN1C2OC3OC4C(OC3OC2N(CCC)S1(=O)=O)N(CCC)S(=O)(=O)N4CCC (configuration not stated),4,0.5,-12,0.0
NC1=CC(=O)c2cccc3cccc1c23,-2,-1.9,7,-0.2
O=S(=O)(c1ccc(Cl)cc1)N1CCC(N2CCCC2)CC1,33,0.8,9,0.3
O=C1N[C@@H](Cc2ccc(O)cc2)C(=O)N2CCN(Cc3nc(-c4ccccc4)cs3)C[C@H]12,15,1.3,7,0.5
C/C(CC(=O)Nc1ccc(OCc2ccccc2)cc1)=N\NC(=O)COc1ccc(C)cc1,-4,-1.1,-15,0.1
COc1cc(/C=C/C(=O)NCc2ccccn2)cc(OC)c1OC,-5,-0.7,-7,-0.4
Cc1cccc(OCC(=O)N2CCc3ccccc3C2)c1,20,0.8,-10,0.0
COc1ccc(Br)cc1CN1CCN(C(=O)c2cccnc2)CC1,88*,-0.2,-4,0.1
CCOC(=O)/C(C#N)=C/c1ccc(OCc2c(C)no[n+]2[O-])c(OC)c1,-3,0.1,11,-0.1
Cc1cc(/C=C2/NC(=O)N(Cc3ccc(F)cc3)C2=O)c(C)n1-c1ccncc1,-8,-1.6,-19,-0.2
CCNc1c(NS(=O)(=O)c2ccc(Cl)s2)c(=O)oc2ccccc12,4,0.2,10,-0.2
Cc1cccc(NC(=O)c2c(C)c(-c3ccccc3)nc3ccccc23)c1C,6,0.2,-11,-0.1
CC(=O)c1cccc(N(CN2C(=O)c3ccccc3C2=O)C(=O)c2ccccc2)c1,6,-0.5,7,0.0
COc1cc(-c2nc(-c3ccc(NC(=O)c4ccco4)cc3)no2)cc(OC)c1OC,18,-0.1,-24,0.0
CCN1CCC(NCc2cccc(F)c2)CC1,12,2.5,3,-0.1
N#Cc1cccc(S(=O)(=O)N2CCN(S(=O)(=O)c3cccs3)CC2)c1,-3,-0.7,8,0.0
CC(C)C(=O)Nc1nnc(CSCCOc2ccccc2)s1,-13,-0.4,-2,0.0
C[C@@H]1CN(C(=O)c2nc3sccn3c2CNCc2ccc(Cl)s2)C[C@H](C)O1,-4,1.0,-7,0.0
CC(=O)N(C(C)=O)c1ccc2nc(C)[nH]c(=O)c2c1,7,-1.5,-13,0.5
CCS(=O)(=O)c1ccc2oc(=O)c(/C=C(\O)c3ccc(OC)c(OC)c3)nc2c1,5,-0.3,9,0.0
COc1ccc(Cc2nnc(-c3ccc(C)cc3)o2)cc1OC,16,0.7,7,0.0
Cc1cc(=O)nc2c3ccccc3n(C(C)C(=O)NCc3cccc(F)c3)n12 (configuration not stated),6,-0.4,4,0.0

Next records:
molecule,MITF primary,GPR151 ag,TEAD-YAP inh,FBW7 act
O=C(/C=C/c1ccc(Cl)c(Cl)c1)Nc1nccs1,1,-0.7,-55,0.1
O=C(CSc1nc(Nc2ccc(F)c(F)c2)c2ccccc2n1)c1ccc(F)cc1,5,5.1*,13,0.1
Cc1ccccc1-c1nnn(CC(=O)Nc2ccccc2)n1,-2,1.5,6,-0.1
COc1ccc(NC(=O)/C(=C/c2ccc(N(C)C)cc2)NC(=O)c2ccccc2F)cc1Cl,8,-0.9,3,0.0
O=C(/C=C/c1ccccc1)Nc1nnc(-c2ccccc2F)s1,-2,-1.2,-5,-0.1
CCN(C(=O)CCNC(=O)Cn1cnc2ccccc2c1=O)c1cccc(Cl)c1,7,-0.4,-5,0.4
CCOc1cc(S(=O)(=O)N2CCc3ccccc32)ccc1Cl,-1,-1.6,-1,-0.1
O=C(NCc1ccccc1)C1CC(O)CN1C(=O)Nc1ccccc1 (configuration not stated),7,-0.1,-2,0.0
Cc1ccccc1NC(=O)c1ccc(S(=O)(=O)Nc2ccc(Cl)cc2)c(C)c1,-6,0.3,3,-0.1
Cc1ccc(-c2nnc(Nc3ccc(C(=O)Nc4ccccc4)cc3)c3ccccc23)cc1S(=O)(=O)N1CCCCC1,-17,-0.2,-7,0.0
Cc1ccc(C)c(S(=O)(=O)NCCOc2nc(N(C)C)nc(N(C)C)n2)c1,18,0.7,12,1.1
COc1cccc(-c2nc(CCNC(C)=O)n3ccccc23)c1,-4,0.0,-5,-0.4
CCC(C)NC(=O)CS(=O)Cc1nc(-c2ccc(OC)c(OC)c2)oc1C (configuration not stated),-2,0.5,6,-0.1
Cc1cccc2c1[nH]c1nc(N/N=C\c3cc(Cl)ccc3O)nnc12,1,-0.1,14,0.1
NC(=O)c1ccccc1NC(=S)NC(=O)c1cc2ccccc2o1,8,0.6,-70,0.1
CCOC(=O)CC(NC(=O)CSc1ccc2nnc(-c3cccnc3)n2n1)C(C)C (configuration not stated),3,1.2,2,0.0
CC(CNC(=O)Cn1ncc2ccsc2c1=O)c1ccccc1 (configuration not stated),4,-0.3,4,-0.1
CCOc1cc(C=O)c(Cl)cc1O,11,-0.9,-3,-0.2
O=C(/C=C/c1ccc([N+](=O)[O-])cc1)Nc1ccc(-c2nc3ccccc3s2)cc1,8,-0.8,-23,0.6

Screening results as filed in PubChem BioAssay.
